# Compound activity as filed in PubChem BioAssay.
# MMP13 inh = human MMP13 inhibitors, primary screen, biochemical, FRET peptide cleavage; Collagenase 3 (Homo sapiens), P45452; MMP-13 fTHP FRET cleavage, Mca fluorescence; inhibition, % at 4 µM; 65,000 tested, 0.07% active; AID 570, 2006;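 active = inhibition above the mean of compound-free control plate wells plus 3 SD, cut at about 14% in these data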;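 also: 0% = DMSO wells and 100% = wells with reference MMP-13 inhibitor after basal subtraction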
# NADH coupling = inhibitors of PK/LDH coupling enzymes, profiling panel, artefact control, biochemical, MLSMR library; coupled PK/LDH NADH assays, four targets; IC50, µM (series often up to 10 µM), for inactives: at the top dose inhibition; 65,000 tested, 0.02% active;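 active = single-dose screening hits from any of four coupled enzyme assays that gave an IC50 when retested across doses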;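 also: the DPM-DC format reads NADH fluorescence rather than 340 nm absorbance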
# JNK3 inh = JNK3 kinase activity inhibitors, primary screen, biochemical, human, purified enzyme; AID 746, 2007; Mitogen-activated protein kinase 10 (Homo sapiens), P53779; inhibition, % at 8 µM; 60,000 tested, 0.61% active; HTS; in the data active = inhibition above about 17%;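 also: 0% = DMSO and 100% = reference inhibitor; many of its hits are not listed in these tables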
# Autofluor 339 = intrinsic fluorescence of library compounds, ex339/em460 – biochemical, MLSMR library, data from DPM-DC assay, artefact control, profiling panel. compound autofluorescence, ex339/em460 nm, NADH buffer; stronger effect = higher value; 1 = no-compound wells, NADH background. fluorescence fold increase at 10 µM. 65,000 tested, 5.5% active;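 active = at 10 µM, mean starting fluorescence two-fold or more over control wells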;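 also: signal is the first read of a kinetic run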
# PKA inh = inhibitors of human PKA kinase activity, primary screen, biochemical, ATP-depletion luminescence, Kemptide substrate; cAMP-dependent protein kinase catalytic subunit alpha (Homo sapiens), P17612; PKA Kemptide phosphorylation, Kinase-Glo ATP luminescence; inhibition, % at 6 µM; 65,000 tested, 0.1% active;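 active = inhibition above the screen-wide mean inhibition plus 3 SD, cut at about 21% in these data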; also: many of its hits are not listed in these tables
# A340 absorber = compound light absorbance at 340 nm, profiling panel, artefact control, biochemical, MLSMR library, data from PS, PMK, MK assays; compound absorbance at 340 nm, fold over control; fold change at 10 µM; 65,000 tested, under 10 active;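 active = at 10 µM dose, initial 340 nm absorbance at least 2 fold that of control wells; inactive = change under 2 fold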;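 also: initial absorbance extrapolated from kinetic A340 decline of NADH oxidation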
# HEK293 NFkB inh = inhibitors of PMA/ionomycin-induced NF-kB reporter, primary screen, antigen receptor NF-kB inhibitor project, cell-based, HEK-293 luciferase reporter, luminescence; inhibition, % at 3 µM; AID 465, 2006; HEK-293 NF-kB luciferase reporter; 62,000 tested, 0.21% active;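 active = inhibition above the mean of all tested compounds plus 3 SD, cut at about 40% in these data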;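 also: 0% = stimulated DMSO wells and 100% = 10 µM reference inhibitor 5653914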
#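 Material: HEK-293 cells with stable firefly luciferase reporter driven by four HIV NF-kB elements / Also added: PMA plus ionomycin mix as NF-kB-activating stimulus / Compound dosing: 3 µM once, 0.30% DMSO / Times: 1 h pretreatment, 16 h stimulation, 37 °C / Signal: luminescence / Evaluation: per-plate % inhibition versus controls / Benchmarks: DMSO and 10 µM reference inhibitor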
# tolC growth inh = growth inhibitors of E. coli tolC mutant, primary screen, strain BW25113 ΔtolC::kan, 384-well; OD615; growth inhibition, % at 10 µM (by protocol); 65,000 tested, 2.2% active;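 active = growth inhibition at or above a cutoff equal to the mean over every tested compound plus 3 SD, cut at about 60% in these data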;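 also: growth measured after 20 h incubation at 37 °C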
#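 Signal: optical density read at 615 nm; Assay system: E. coli ΔtolC::kan strain BW25113; Times: 20 h incubation with compound, 37 °C; Dosing: 10 µM final, single dose.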
# ROCK2 blocker = inhibitors of human ROCK2 kinase, primary screen, biochemical, high-throughput, luminescence; Rho-associated protein kinase 2 (Homo sapiens), O75116; inhibition, % at 6 µM; purified ROCK2, Kinase-Glo ATP depletion luminescence; 60,000 tested, 0.35% active;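 active = inhibition above the screen-wide mean inhibition plus 3 SD, cut at about 18% in these data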;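 also: plate controls were DMSO wells for no effect and Y-27632 control wells after no-enzyme background subtraction for full effect; many of its hits are not listed in these tables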
# Target sequence (O75116 whole entry, looked up): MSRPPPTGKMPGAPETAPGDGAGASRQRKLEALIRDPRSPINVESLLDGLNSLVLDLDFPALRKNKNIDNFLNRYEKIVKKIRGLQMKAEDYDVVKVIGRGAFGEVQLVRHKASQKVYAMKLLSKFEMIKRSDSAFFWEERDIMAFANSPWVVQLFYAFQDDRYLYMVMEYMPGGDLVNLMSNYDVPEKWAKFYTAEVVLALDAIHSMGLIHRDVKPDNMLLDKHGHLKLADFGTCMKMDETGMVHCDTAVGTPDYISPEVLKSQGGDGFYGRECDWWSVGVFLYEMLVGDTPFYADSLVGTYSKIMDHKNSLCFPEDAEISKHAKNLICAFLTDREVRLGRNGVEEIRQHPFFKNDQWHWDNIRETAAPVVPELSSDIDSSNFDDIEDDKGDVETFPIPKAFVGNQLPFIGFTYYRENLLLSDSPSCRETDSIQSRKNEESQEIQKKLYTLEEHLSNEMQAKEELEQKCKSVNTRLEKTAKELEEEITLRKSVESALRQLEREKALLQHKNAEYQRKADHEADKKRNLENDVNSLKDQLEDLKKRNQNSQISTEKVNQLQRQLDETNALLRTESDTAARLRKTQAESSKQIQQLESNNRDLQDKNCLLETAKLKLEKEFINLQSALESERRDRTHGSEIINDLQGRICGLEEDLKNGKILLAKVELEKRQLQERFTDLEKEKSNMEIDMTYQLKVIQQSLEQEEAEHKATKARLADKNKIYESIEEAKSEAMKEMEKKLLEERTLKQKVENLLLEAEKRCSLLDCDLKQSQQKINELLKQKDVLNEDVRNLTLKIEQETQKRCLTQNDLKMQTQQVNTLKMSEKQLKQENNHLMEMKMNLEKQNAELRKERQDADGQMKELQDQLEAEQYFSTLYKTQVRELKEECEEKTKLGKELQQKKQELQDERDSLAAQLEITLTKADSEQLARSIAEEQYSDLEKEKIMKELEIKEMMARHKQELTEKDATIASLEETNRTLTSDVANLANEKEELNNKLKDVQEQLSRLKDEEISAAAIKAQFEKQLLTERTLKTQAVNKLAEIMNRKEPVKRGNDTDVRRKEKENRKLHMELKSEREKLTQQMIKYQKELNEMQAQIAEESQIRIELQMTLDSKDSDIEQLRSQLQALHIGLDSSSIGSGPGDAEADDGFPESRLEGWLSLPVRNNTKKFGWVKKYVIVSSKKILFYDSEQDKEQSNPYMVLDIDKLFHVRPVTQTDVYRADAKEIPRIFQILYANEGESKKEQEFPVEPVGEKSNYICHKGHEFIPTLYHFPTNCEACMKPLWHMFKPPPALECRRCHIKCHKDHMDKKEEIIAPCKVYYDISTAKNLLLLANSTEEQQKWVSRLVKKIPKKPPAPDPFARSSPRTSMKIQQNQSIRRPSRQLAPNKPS
# * marks the source's active call; other numbers are inactive results; . = not tested or not shown; [ ] = another dose, or the depositor's remark. A portion of the library; rates above refer to the full screens.
SMILES,MMP13 inh,NADH coupling,JNK3 inh,Autofluor 339,PKA inh,A340 absorber,HEK293 NFkB inh,tolC growth inh,ROCK2 blocker
O=C(OCCN1C(=O)c2ccccc2C1=O)c1cc2ccccc2o1,4,6%,2,1.1,8,1,17,19,10
Cc1ccc(C2(C)NC(=O)N(CC(=O)Nc3ccc4c(c3)OCO4)C2=O)cc1 (stereo unspecified),-5,5%,-4,1,15,1,22,3,-2
O=C(NC1CCCC1)C1C2C=CC(C2)C1C(=O)N1CCOCC1 (stereo unspecified),7,3%,-3,1.1,4,1,9,2,-3
Cc1ccc(NC(=O)CSc2nnc(-c3ccncc3)n2C)cc1C,8,1%,1,1,11,1,18,-2,6
N#CN=C1SCCS1,3,6%,.,1.1,5,1,8,-8,.
CCC1CCCCN1C(=O)C1CC(c2cc(Cl)c(OC)cc2OC)=NO1 (stereo unspecified),1,4%,0,1,7,1,15,7,8
O=C(NCc1ccco1)c1ccc(Br)s1,3,4%,5,1.1,4,1,7,-1,5
Cc1ccccc1CNc1nc(N)n(-c2ccccc2)n1,-6,2%,1,1.1,12,1,-9,8,6
O=C(O)c1c2c(nc3ccc(S(=O)(=O)N4CCC(C(=O)N5CCCCC5)CC4)cc13)CCCC2,-2,4%,-2,1.1,3,1.1,-2,-4,2
O=S(=O)(c1ccccc1C(F)(F)F)N1CCOCC1,-12,6%,2,1.1,2,0.98,10,-7,4
COc1cccc2sc(Nc3nnc(-c4ccccc4Cl)o3)nc12,-36[fluorescence artefact?],9%,2,1.6,-2,1.1,13,-11,3
O=C(NCc1ccc2c(c1)OCO2)C1CCN(S(=O)(=O)c2ccc(Br)s2)CC1,2,5%,.,1.1,8,1,5,26,.
COC(=O)C(C)C1Sc2ccccc2NC1=O (stereo unspecified),3,4%,-6,1,-4,0.99,12,-5,-4
CCOC(=O)COc1ccc(Cl)cc1C1NC(=O)NC(C)=C1C(C)=O (stereo unspecified),-1,0%,2,1.1,4,1.1,5,-3,5
O=C(NC(Cc1ccccc1)c1nc2ccccc2[nH]1)C1CC(=O)N(c2ccc3c(c2)OCCO3)C1 (stereo unspecified),-4,7%,3,1.1,3,0.98,18,17,4
Cc1ccc(CN2CCN(CC(=O)NCc3ccc(Cl)cc3)C2=O)cc1,2,5%,.,1.1,-1,1.1,21,1,.
O=C(NCc1cccs1)C(NS(=O)(=O)c1cccc2nsnc12)c1ccccc1 (stereo unspecified),8,5%,2,1.1,0,1,6,20,2
Cc1ccc(N2C(N)=NC(N)=NC2(C)C)c(C)c1,-4,3%,0,0.98,6,1,8,-7,7
CCc1cccc(NC(=O)Cn2cccc2)c1,0,6%,-2,1.1,9,0.98,13,-3,5
CC(=O)c1c(C)nc2ccccn12,2,5%,2,1,8,1,8,-18,4
CC(CN1CCCCC1)OC(=O)c1cc2ccccc2o1 (stereo unspecified),2,5%,1,0.93,8,1,12,-20,3
COC(=O)c1[nH]c(C)c(/C(O)=C2\C(=O)C(=O)N(CCN(C)C)C2c2ccc(OC)cc2)c1C (stereo unspecified),-3,10%,-3,1.1,-4,1.1,8,-24,-2
O=C(O)c1ccc2c(c1)ncn2C1CCCCCC1,-3,6%,-1,1.1,15,1,1,-7,1
CC(=O)N(c1ccc(C)cc1)C1C=CS(=O)(=O)C1 (stereo unspecified),-9,0%,0,1,7,1,-2,-5,2
Cc1ccc2c(c1)N(CCC(=O)NCc1ccccn1)C(=O)CO2,4,5%,-5,1.1,11,0.97,12,7,7
CCn1c(SCC(=O)c2cc(C)n(CC3CCCO3)c2C)nc2ccccc21 (stereo unspecified),-17,5%,-3,1,-5,1,9,15,0
CCc1ccccc1N1CSC2=C(C#N)C(c3ccccc3F)CC(=O)N2C1 (stereo unspecified),-6,7%,6,1.1,2,1.1,10,9,6
COCn1c(-c2ccc(OC)c(OC)c2)nc2ccccc21,-35,1%,-2,1.2,6,1,-15,2,1
COc1ccc(C)cc1-n1nnnc1SCc1csc(C)n1,6,2%,5,1.1,8,1,28,6,0
CCOc1cc(NC(=O)c2ccco2)c(OCC)cc1NC(=O)CCc1ccc(OC)cc1,1,4%[fluoresces],4,2.1*,7,1,1,-23,6
O=C1c2ccccc2NC(c2ccc(F)cc2)N1Cc1ccco1 (stereo unspecified),-106[fluorescence artefact?],5%[fluoresces],-1,3.8*,4,1.1,17,22,2
Cc1ccc(C2/C(=C(\O)c3ccc4c(c3)OCCO4)C(=O)C(=O)N2CCCN(C)C)o1 (stereo unspecified),-3,10%,-1,1.3,7,1,.,15,7

# 2 entries drawn at random from those above, as already listed:
SMILES,MMP13 inh,NADH coupling,JNK3 inh,Autofluor 339,PKA inh,A340 absorber,HEK293 NFkB inh,tolC growth inh,ROCK2 blocker
Cc1ccc2c(c1)N(CCC(=O)NCc1ccccn1)C(=O)CO2,4,5%,-5,1.1,11,0.97,12,7,7
O=C1c2ccccc2NC(c2ccc(F)cc2)N1Cc1ccco1 (stereo unspecified),-106[fluorescence artefact?],5%[fluoresces],-1,3.8*,4,1.1,17,22,2

# More compounds:
SMILES,MMP13 inh,NADH coupling,JNK3 inh,Autofluor 339,PKA inh,A340 absorber,HEK293 NFkB inh,tolC growth inh,ROCK2 blocker
O=C(Nc1nc(-c2ccccc2)cs1)c1ccc(Br)o1,0,1%,7,1.2,4,1.1,16,25,4
CCC(O)CNc1nc(-n2nc(C)cc2C)nc2sc3c(c12)CCCC3 (stereo unspecified),-5,5%,2,1.5,0,1,13,9,-4
O=C1C2CC=C(Cl)CC2C(=O)N1c1ncn[nH]1 (stereo unspecified),-1,3%,2,1,8,0.97,0,-16,4
Cn1cnnc1SCc1ccc(C#N)cc1,0,4%,3,1.1,5,1,13,-20,6
CCCC(=O)OCCn1c(Br)nc2c1c(=O)[nH]c(=O)n2C,-22,3%,-5,1.1,5,0.98,-7,-37,4
COc1ccc(OC)c(-n2c(CN3CCC(C(N)=O)CC3)nc3ccccc3c2=O)c1,2,5%,7,1.1,10,1,15,-23,6
COc1ccc2c(c1)CCc1c(C(=O)Nc3c(C)n(C)n(-c4ccccc4)c3=O)noc1-2,3,7%,-3,1.3,5,1.1,23,-5,0
CC(=O)c1cccc(NS(=O)(=O)c2ccc3c(c2)oc(=O)n3C)c1,5,3%,4,1.1,15,0.99,-2,1,5
Cc1cc(C)n(CC(=O)NCc2cc(-c3nn(C)c(=O)c4ccccc34)ccc2C)n1,0,6%,-2,1.1,6,1,9,-1,2
CC1=C(C(=O)OCC(C)C)C(c2ccc(F)cc2)NC(=O)N1 (stereo unspecified),0,4%,2,1.1,-2,1,12,23,2
N#Cc1c(C#N)c(-c2ccccc2)n(-c2ccc(C(=O)O)cc2)c1N,0,6%,-2,1.1,-2,1.1,16,8,-8
CCn1ccnc1C(O)c1cccc(OC)c1 (stereo unspecified),2,0%,0,1.1,8,1.1,16,-10,7
CC1CCCCN1C(=O)Cn1c(=O)oc2ccccc21 (stereo unspecified),2,0%,1,1.1,8,1,16,-12,3
Fc1ccc(-c2cc(C(F)(F)F)nc(N3CCCCC3)n2)cc1,5,3%,.,1.5,7,1.1,3,-2,.
CCN(CC)S(=O)(=O)c1ccc(C(=O)Nc2ncn(Cc3ccccc3)n2)cc1,2,2%,-1,1.2,1,1,16,11,0
N#Cc1ccc(-c2ccc(OCC(O)Cn3nnc4ccccc43)cc2)cc1 (stereo unspecified),-57[fluorescence artefact?],4%,5,1.2,5,1,.,6,14
O=C(Nc1ccccc1)N(CCc1nc2ccccc2[nH]1)C1CCCC1,1,2%,-2,1.1,8,1,2,43,6
COc1ccc2c(-c3ccccc3)cc(N3CCOCC3)nc2c1,-35,9%,5,2.9*,-3,1,24,100*,5
Cc1ccc(N)c(C(O)(C(F)(F)F)C(F)(F)F)c1,-2,0%,1,1.1,4,1,-8,-2,4
O=C(c1ccc2c(c1)OCO2)N1CCN(c2ccccc2F)CC1,3,0%,.,1.1,6,1.1,5,11,.
C=CCn1c(SCc2cc(C(=O)OC)c(C)o2)nnc1-c1ccncc1,4,2%,-4,1.1,-1,1,7,14,6
COC(=O)c1cc(NC(=O)C2COc3ccccc3O2)cc(C(=O)OC)c1 (stereo unspecified),1,4%,8,1.1,3,0.99,26,10,0
COc1cccc(C(=O)Nc2ccc3nc(N4CCOCC4)cc(C)c3c2)c1,2,2%,4,1.2,10,1.1,0,19,6
Cc1ccc(-c2nc3ncccn3c2Nc2ccc3c(c2)OCO3)o1,5,5%,.,1.1,-1,1.1,8,35,.
O=C(NC(Cc1ccccc1)C(=O)O)c1ccc(S(=O)(=O)N2CCOCC2)cc1 (stereo unspecified),3,2%,3,1.1,-7,1,3,5,-1
Cc1ccc(N(C(C)C(=O)O)S(=O)(=O)c2c(C)n[nH]c2C)cc1 (stereo unspecified),4,6%,-2,1.1,8,1,13,-22,4
COc1ccc(Nc2nc3ccccc3c(=O)s2)c(OC)c1,6,10%,-9,1.6,4,1.1,2,-6,-2
O=C(NC(C(=O)c1ccccc1)N1CCCCC1)c1ccccc1 (stereo unspecified),-7,4%,-4,1.1,4,1,7,11,1
CN1CCc2c(sc3ncn4nc(-c5ccccc5O)nc4c23)C1,-11,3%,5,1.4,4,1.1,.,6,4
Cc1nn(Cc2ccccc2Cl)c(C)c1N,0,3%,-7,1.1,7,1,7,-10,4
O=c1c2c3c(sc2n2cnnc2n1Cc1ccccc1)CN(Cc1ccccc1)CC3,-9,4%,-6,1.4,-4,1.1,.,-1,-19
CCCSc1nnc(Cc2cc(=O)[nH]c(=O)[nH]2)n1-c1cc(C)ccc1C,3,8%,-4,1.1,-4,1,14,-22,-2
COc1ccc(CC(=O)Nc2ccc(-c3noc(-c4cccc(OC)c4)n3)cc2)cc1,0,5%,-10,1.1,2,1.1,16,-10,6
O=C(Cn1cnc2c(nnn2-c2cccc(Cl)c2)c1=O)N1CCCC1,-2,5%,-4,1.1,2,1,7,-1,2
CC(=O)OC(C(=O)NCS(=O)(=O)c1ccc(C)cc1)c1cccnc1 (stereo unspecified),-3,6%,1,1.1,6,0.99,3,-11,6
Cc1ccc(-c2nc(CSCC(=O)NCc3cccnc3)c(C)o2)cc1,-2,3%,4,1.1,5,1,15,10,3
CC(=O)Nc1ccc(NC(=O)c2cc(C)nn2-c2ccccc2)cc1,2,3%,1,1,-2,0.98,6,-9,1
Cc1cc(NCCN(C)C)n2nc(-c3cccs3)cc2n1,-39,7%,.,1.4,2,1,8,-13,.
COc1ccc(S(=O)(=O)N2CCC(C(=O)NCc3ccccn3)CC2)cc1C,-1,1%,1,1.1,6,1,18,9,7
